# ATG4B inhibitor – inhibitors of human ATG4B cysteine protease | ATG4B cleavage of LC3-PLA2, NBD-HPC fluorescence, 1 h | inhibition, % at 8.33 µM | hit rate 0.51% among 340,000; in the data active = inhibition above about 40%
# Target sequence (Q9Y4P1 whole entry, looked up): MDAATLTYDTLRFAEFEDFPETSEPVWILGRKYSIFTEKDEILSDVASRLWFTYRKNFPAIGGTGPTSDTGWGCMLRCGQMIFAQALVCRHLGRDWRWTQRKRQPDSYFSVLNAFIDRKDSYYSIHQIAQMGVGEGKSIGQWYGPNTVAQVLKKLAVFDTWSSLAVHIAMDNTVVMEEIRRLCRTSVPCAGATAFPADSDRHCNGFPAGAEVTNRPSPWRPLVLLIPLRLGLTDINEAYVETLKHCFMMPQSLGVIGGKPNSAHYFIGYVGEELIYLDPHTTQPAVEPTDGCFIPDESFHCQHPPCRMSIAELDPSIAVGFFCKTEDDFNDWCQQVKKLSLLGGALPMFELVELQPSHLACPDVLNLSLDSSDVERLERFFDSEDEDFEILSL
# APOBEC3G inh – APOBEC3G (human) deaminase inhibition. Q9HC16. recombinant A3G, ssDNA deamination FAM/TAMRA fluorescence. inhibition, % at 20 µM. hit rate 0.28% among 330,000. AID 493012;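 active = inhibition of at least 40% at 20 µM, with no more than 30% in the related APOBEC3A deaminase screen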;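 also: plate controls were DMSO wells with A3G for no effect and wells lacking A3G enzyme for full effect; some compounds called inactive have numbers as strong as hits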
# Target sequence (Q9HC16 whole entry, looked up): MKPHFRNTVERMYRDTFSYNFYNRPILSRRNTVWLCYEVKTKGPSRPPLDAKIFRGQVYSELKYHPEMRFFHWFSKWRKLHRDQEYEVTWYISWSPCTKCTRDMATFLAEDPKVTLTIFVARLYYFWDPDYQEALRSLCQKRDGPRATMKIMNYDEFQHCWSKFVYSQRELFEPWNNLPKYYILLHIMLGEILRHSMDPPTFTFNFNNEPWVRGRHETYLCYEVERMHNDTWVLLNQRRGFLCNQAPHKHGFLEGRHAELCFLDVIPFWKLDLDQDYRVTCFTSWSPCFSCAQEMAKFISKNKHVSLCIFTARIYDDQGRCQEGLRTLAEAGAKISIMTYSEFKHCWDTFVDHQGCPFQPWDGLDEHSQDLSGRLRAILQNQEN
# mIAP activ – mouse IAP activation. muIAP, CDP-Star luminescence, 30 min; hits give high values; 1 = vehicle-only enzyme signal, 0 = enzyme-free wells. activation factor at 10 µM. hit rate 0.24% among 330,000. AID 2805;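 active = activation factor of at least 2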; also: the source names both 10 and 20 µM as test concentration; values of inactives mirror those of a sister screen read the other way
#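 also added = chemiluminescent substrate CDP-Star | test system = mouse IAP enzyme | signal = chemiluminescence readout | compound = DMSO-dissolved test compounds | incubation = 30 min at room temperature | benchmarks = DMSO wells, no-enzyme wells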
# MIN6 prolif – MIN6 beta-cell proliferation induction. MIN6 cells proliferation, ATPlite luminescence, 48 h; cells starved in 0.2% serum; 100% = growth in 10% serum. proliferation, % at 10 µM. hit rate 0.29% among 330,000. AID 2380;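 active = compounds whose signal lies at least 3.5 SD above the mean of all wells on their plate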;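 also: 0% = DMSO-treated cells in low-serum medium and 100% = 10% serum control; some compounds called inactive have numbers as strong as hits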
# hIAP inh – human IAP inhibition; purified IAP, CDP-Star luminescence, 30 min; inhibition, % at 10 µM; hit rate 0.12% among 330,000;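 active = inhibition reaching a set limit with compound at 10 µM in the primary screen, cut at about 35% in these data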;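 also: plate controls were DMSO wells with enzyme for no effect and no-enzyme buffer wells for full effect; values of inactives mirror those of a sister screen read the other way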
# mIAP block – mouse IAP inhibition; inhibition, % at 10 µM; purified mouse IAP, CDP-Star luminescence, 30 min; hit rate 0.2% among 330,000;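 active = inhibition of at least 40% at 10 µM in the primary screen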;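 also: plate controls were DMSO with enzyme for no effect and no enzyme wells for full effect; values of inactives mirror those of a sister screen read the other way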
# MPTP inh – blocks calcium-induced mitochondrial swelling | AID 602449 | isolated mouse mitochondria, Ca2+ swelling absorbance, 30 min | hit rate 1.4% among 360,000 | inhibition, % at 10 µM;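 active = inhibition of 50% or more, scaled per plate between neutral and stimulator controls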;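 also: 0% = DMSO wells given calcium and 100% = 1 mM EGTA wells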
# APOBEC3A inh – blocks human APOBEC3A ssDNA deamination; hit rate 0.41% among 330,000; recombinant A3A, FAM/TAMRA ssDNA deamination fluorescence; inhibition, % at 20 µM; AID 493011;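 active = at least 40% inhibition at 20 µM here, with at most 30% in a related deaminase screen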;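 also: plate controls were A3A with DMSO for no effect and wells lacking A3A enzyme for full effect; some results filed as inactive read as strong as hits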
# Target sequence (P31941 whole entry, looked up): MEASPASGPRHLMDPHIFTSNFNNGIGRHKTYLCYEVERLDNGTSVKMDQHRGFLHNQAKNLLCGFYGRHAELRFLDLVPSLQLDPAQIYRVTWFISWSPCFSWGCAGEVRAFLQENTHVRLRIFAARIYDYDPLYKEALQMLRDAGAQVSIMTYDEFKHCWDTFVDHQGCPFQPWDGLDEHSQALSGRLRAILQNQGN
# hIAP act – increases human intestinal alkaline phosphatase activity | hit rate 0.16% among 330,000 | P09923 | purified human IAP, CDP-Star luminescence, 30 min; hits give high values; 1 = vehicle-only enzyme, 0 = enzyme-free background | AID 2524 | activation factor at 10 µM;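 active = activation factor of the enzyme at least 2-fold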; also: the source names both 10 and 20 µM as test concentration; values of inactives mirror those of a sister screen read the other way
# An asterisk follows results filed as active; / = not tested or not shown; & = joins results of further samples.
SMILES,ATG4B inhibitor,APOBEC3G inh,mIAP activ,MIN6 prolif,hIAP inh,mIAP block,MPTP inh,APOBEC3A inh,hIAP act
Cc1cc(C(=O)O)oc(=O)c1,3.1,-2.5,1.06,1.5,1.1,-6.2,1.7,-2.2,0.989
CCCC(CCC(=O)Nc1ccc(S(N)(=O)=O)cc1)C(=O)O (configuration not stated),-2.2,-1.8,0.967,-0.1,2.8,3.3,0.8,1.4,0.972
COc1ccc(S(=O)(=O)N2CCCCC2)cc1NC(=O)C1CC(=O)N(Cc2ccco2)C1 (configuration not stated),-3.3,-6.0,0.936,-4.2,-13.3,6.4,-0.6,3.5,1.13
CC(C)Oc1ccc(CCC(=O)NNC(=O)CCC(=O)O)cc1,1.1,-7.0,0.898,-2.1,-1.7,10.2,1.9,-4.8,1.02
Cc1ccc(OCC(=O)Nc2ccccc2C(=O)N2CCCC2)cc1,0.8,3.0,1.1,2.9,23.2,-9.7,-0.6,0.9,0.768
CCOC(=O)N1CCC(NCCNC(=O)c2ccccc2Cl)CC1,-14.5,-3.9,1.06,4.2,8.6,-6.1,-1.1,-3.9,0.914
CCN(CC)C(=O)C1CCN(c2ncnc3c2cnn3-c2ccc(C)cc2C)CC1,-8.8,-8.9,0.993,0.0,-27.2,0.7,0.1,-7.4,1.27
Cc1cc(C)c2c(N)c(C(=O)NNC(=O)c3ccccc3)sc2n1,-6.0,-0.5,0.801,-1.4,-14.2,19.9,-1.5,2.0,1.14
Cc1cnc(NC(=O)/C=C/c2ccc(Br)o2)s1,-6.5,-5.8,0.971,-2.3,6.6,2.9,0.8,1.7,0.934
C=CCn1c(SCc2nnc(-c3ccccc3)o2)nnc1C(O)c1ccccc1 (configuration not stated),2.9,1.2,1,-1.9,14.2,-0.4,-0.2,6.5,0.858
O=c1c(Cc2c(F)cccc2Cl)c(O)ccn1CCc1c[nH]c2ccccc12,-6.0,-15.9,0.93,-1.2,-6.8,7.0,-0.9,-8.2,1.07
COc1ccc2oc(C(=O)NCCN3CCOCC3)c(C)c2c1OC,4.0,-2.0,0.965,-6.1,-13.9,3.5,-0.3,-1.5,1.14
COC(=O)[C@@H](NC(=O)NC1CCN(Cc2ccccc2)CC1)C(C)C,-17.3,-4.1,1,0.7,8.5,-0.3,-1.2,-10.9,0.915
CCOC(=O)c1ccc(NC(=O)C2C3CCCCC32)cc1 (configuration not stated),7.8,6.6,1.33,-0.3,-3.5,-33.4,9.2,6.0,1.03
O=C(Nc1cccnc1Cl)c1cc(-c2cccc(O)c2)on1,1.0,-7.4,0.954,-1.6,8.9,4.6,81.0*,0.8,0.911
O=C(Nc1ccc([N+](=O)[O-])cc1)c1cncc(Br)c1,-16.6,1.1,0.964,-0.7,-3.7,3.6,46.0,0.2,1.04
Cc1ccc(NC(=O)CN(C)C(=O)Cn2cc(C(F)(F)F)ccc2=O)cc1,2.7,-1.9,0.98,-0.3,3.1,2.0,2.5,5.3,0.969
O=C(Nc1ccccc1F)c1ccc2c(c1)CCN2S(=O)(=O)c1ccccc1,33.8,-4.5,1.01,1.7,2.9,-1.3,-1.5,-3.0,0.971
NS(=O)(=O)c1ccc(CCNC(=O)CN2CCCCC2)cc1,4.6,-0.3,1.03,-2.2,-1.4,-3.3,-0.4,3.1,1.01
O=C(/C=C/c1c(F)cccc1Cl)NCc1ccco1,1.9,-10.4,0.974,-2.1,7.0,2.6,-0.7,-3.0,0.93
COc1ccc(S(=O)(=O)N/N=C(/C)c2cccc(NC(=O)c3ccccc3Cl)c2)cc1,-15.2,0.8,0.921,-3.3,12.8,7.9,0.1,-1.5,0.872
Cc1cccc(N(C)C(=O)c2cc3c(=O)[nH]c4ccc(C)cc4c3s2)c1,0.7,-4.2,1.08,-4.0,-1.5,-8.0,1.2,-5.3,1.01
CCOc1cccc2cc(C(=O)Nc3cc(C)on3)c(=O)oc12,-0.8,-4.7,0.966,4.6,9.8,3.4,-1.3,2.6,0.902
COc1ccccc1NC(=O)/C(C#N)=C/c1cccn1C,14.4,0.4,0.984,-2.6,-47.3,1.6,4.3,3.0,1.47
CCCc1cc(-c2n[nH]c(=S)n2CC)c2ccccc2n1,-11.1,4.4,0.978,1.0,-5.0,2.2,0.4,5.5,1.05
CN(C)S(=O)(=O)Oc1ccsc1C(=O)Nc1cccc(Cl)c1Cl,-11.8,1.1,0.929,-2.3,6.5,7.1,1.8,1.0,0.935
O=C(NNc1cc(N2CCCC2)nc(N2CCCC2)n1)c1ccc([N+](=O)[O-])cc1,1.3,-16.5,0.892,-3.8,-15.3,10.8,6.1,-7.4,1.15
O=S(=O)(CS(=O)(=O)c1ccc(Cl)cc1)c1ccc(Cl)cc1,2.1,-0.5,1.03,-0.5,12.9,-2.9,2.7,-5.3,0.871
COc1ccc(-c2nnc3ccc(SCC(=O)NCc4ccco4)nn23)cc1OC,4.8,-3.8,0.988,6.7,-11.9,1.2,-2.7,7.0,1.12
O=C(CN1CCc2ccccc2C1)Nc1ccccc1C(=O)NC1CC1,-3.2,-7.1,0.939,-0.4,3.3,6.1,-0.4,-0.6,0.967
O=C(O)c1ccc(N=Nc2c(-c3ccccc3)[nH]oc2=O)cc1,-6.3,-8.6,0.884,1.9,12.6,11.6,0.7,-6.8,0.874
O=C(NCCCN1CCN(CCCNC(=O)c2ccc(F)cc2)CC1)c1ccc(F)cc1,2.9,-2.1,0.977,0.6,-3.4,2.3,0.0,-1.7,1.03
COc1nc(OCCNC(C)=O)nc(N(C)C)n1,6.6,2.0,0.941,1.4,0.9,5.9,-0.5,1.7,0.991
Cc1cc2c3nonc3ccc2n1C,9.3,-1.3,1.02,-0.3,-16.5,-2.3,-1.3,-4.2,1.17
O=C(NCc1ccccc1)c1ccc(OCC2CCCO2)cc1 (configuration not stated),4.0,-9.5,1.01,-0.8,7.7,-1.2,-0.1,-4.2,0.923
COc1ccc(Nc2cc(C(=O)NCc3ccco3)c3ccccc3n2)cc1,/,-5.3,1,0.0,1.0,-0.1,/,-2.6,0.99
Cc1ccc(NC(=O)c2ccc(S(=O)(=O)NCC3CCCO3)cc2)cc1 (configuration not stated),-6.5,-2.8,1.04,-0.7,-20.7,-3.8,1.1,5.2,1.21
COc1cc(CNCCc2ccccc2)ccc1OCc1ccc(Cl)nc1,2.5,9.7,1.14,-3.2,10.2,-13.8,2.9,3.3,0.898
COc1cccc(CN(C)C(=O)CC2C(=O)NCCN2C2Cc3ccccc3C2)c1 (configuration not stated),-0.3,0.9,1.04,0.9,1.1,-4.1,0.4,-1.9,0.989
C[C@H](CO)N1C[C@H](C)[C@@H](CN(C)Cc2ccc3c(c2)OCO3)Oc2c(NC(=O)C3CC3)cccc2C1=O,-8.6,-6.6,0.995,4.7,7.1,0.5,-1.4,0.6,0.929
CCN(CC(=O)NCCC1=CCCCC1)S(=O)(=O)c1ccccc1,1.6,-1.2,0.978,-3.2,3.1,2.2,2.5,3.2,0.969
Cc1ccc(CN2CCN(Cc3nc4c(s3)CCCC4)CC2CCO)cc1 (configuration not stated),-1.1,-5.0,1.03,-2.3,10.7,-3.0,1.1,-2.5,0.893
COc1ccc(C(=O)N/N=C(\C)c2ccccn2)cc1OC,-4.7,-8.1,0.966,-7.0,-35.1,3.4,5.7,-2.9,1.35
C=CCNC(=O)COC(=O)c1ccc(C)c(NC(=O)c2ccco2)c1,-4.7,-9.5,0.927,-0.2,-2.5,7.3,-2.3,-2.9,1.02
C/C(=N\NC(=O)C1CC1)c1ccc(OC(F)F)cc1OC(F)F,4.2,4.5,0.988,-1.6,12.6,1.2,-2.4,1.5,0.874
CCCCn1c(N)c(N(CC(C)C)C(=O)C2CCN(c3ncnc4sc(C)c(C)c34)CC2)c(=O)[nH]c1=O,3.5,-7.8,0.986,3.5,-12.8,1.4,-0.4,5.2,1.13
CCOc1cc(/C=C2/NC(=O)N(CC(=O)Nc3cccc(C)c3)C2=O)ccc1O,-12.8,1.5,1.07,0.0,11.9,-7.1,-4.2,4.2,0.881
CN(C)/C(=N\S(=O)(=O)c1ccccc1)c1ccc(F)cc1,1.4,-4.2,1.1,0.4,-0.6,-9.6,-1.0,-6.9,1.01
CCC(C)Sc1cccc(-c2nc3cc(C)ccn3c2NCc2ccccc2)c1 (configuration not stated),16.8,-3.3,1.06,-7.7,-2.4,-6.2,41.3&6.5,-4.6,1.02
C=CCNC(=O)C1CC1(c1ccccc1)c1ccccc1 (configuration not stated),-1.2,-1.0,1.06,-1.5,3.0,-5.8,1.9,3.3,0.97
OCCN(CC#CC(O)(c1ccccc1)c1cccc(F)c1)CCO (configuration not stated),-3.9,-5.0,0.965,-2.1,-1.0,3.5,0.1,-4.3,1.01
CC(C)n1c(SCC(=O)Nc2ccc(N3CCOCC3)cc2)nnc1-c1ccco1,1.3,1.4,1.14,0.2,-9.2,-13.6,-0.5,-0.3,1.09
CC(C)CCNC(=O)Cc1csc(-c2ccccc2)n1,6.8,-5.3,0.904,-4.3,1.2,9.6,5.8,-1.4,0.988
O=C(O)CN=C1CC(c2ccccc2)CC(=O)/C1=C(/O)CCCN1C(=O)c2ccccc2C1=O (configuration not stated),-2.1,-1.4,1.18,-0.9,-1.7,-18.4,-1.8,-3.3,1.02
O=C(Nc1ccc(F)cc1)c1ccc(-n2cncn2)c([N+](=O)[O-])c1,2.1,-3.8,0.892,-3.6,11.1,10.8,-1.2,-4.0,0.889
CCOC(=O)c1nnc(-c2ccccc2)nc1N1CCSCC1,-2.6,-4.1,1.04,-3.7,-12.4,-3.9,0.8,-2.1,1.12
O=C(NCc1ccco1)c1cc2sccc2n1Cc1ccccc1,6.9,-6.2,1.09,-4.3,-0.4,-8.9,-1.4,-8.1,1
Cc1ccc(CCNC(=O)C2CCCN(S(=O)(=O)c3cccs3)C2)cc1 (configuration not stated),-1.1,-2.0,1.18,-1.9,2.7,-18.0,0.8,-0.7,0.973
Clc1ccc(C2=Nn3c(nnc3-c3cc(-c4ccccc4)n[nH]3)SC2)cc1,-60.0,-10.5,0.887,-6.4,3.4,11.3,2.6,0.9,0.966

# In the list so far, these have a COOH group:
SMILES,ATG4B inhibitor,APOBEC3G inh,mIAP activ,MIN6 prolif,hIAP inh,mIAP block,MPTP inh,APOBEC3A inh,hIAP act
Cc1cc(C(=O)O)oc(=O)c1,3.1,-2.5,1.06,1.5,1.1,-6.2,1.7,-2.2,0.989
CCCC(CCC(=O)Nc1ccc(S(N)(=O)=O)cc1)C(=O)O (configuration not stated),-2.2,-1.8,0.967,-0.1,2.8,3.3,0.8,1.4,0.972
CC(C)Oc1ccc(CCC(=O)NNC(=O)CCC(=O)O)cc1,1.1,-7.0,0.898,-2.1,-1.7,10.2,1.9,-4.8,1.02
O=C(O)c1ccc(N=Nc2c(-c3ccccc3)[nH]oc2=O)cc1,-6.3,-8.6,0.884,1.9,12.6,11.6,0.7,-6.8,0.874
O=C(O)CN=C1CC(c2ccccc2)CC(=O)/C1=C(/O)CCCN1C(=O)c2ccccc2C1=O (configuration not stated),-2.1,-1.4,1.18,-0.9,-1.7,-18.4,-1.8,-3.3,1.02

# Source: PubChem
